# MEKK3 PB1 HTS = modulators (inhibitors or enhancers) of MEK5 binding to human MEKK3 PB1 domain. Q99759. bead-based flow cytometry, Alexa488-MEK5 binding to MEKK3; actives lie on both sides; 0 = blocked by unlabeled MEK5, 100 = vehicle. binding response (% of control), % at 10 µM. hit rate 1.4% among 290,000;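 active means binding response more than 3 SD above or below the average of its plate-row segment, actives on both sides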;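 further: Alexa488 bead fluorescence after subtracting the streptavidin-only scavenger bead signal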
# PfM18AAP inh = blocks P. falciparum M18 aspartyl aminopeptidase | recombinant PfM18AAP, H-Glu-NHMec fluorogenic cleavage | inhibition, % at 7.35 µM | hit rate 1.2% among 290,000 | AID 1822;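 active means inhibition above the campaign mean inhibition over all tested compounds plus 3 SD, cut at about 28% in these data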;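 further: 0% = plate median of test compound wells and 100% = 2 mM ZnCl2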
# MEKK2 WT-MEK5 = raises or lowers MEK5 binding to wildtype human MEKK2 PB1 domain. bead flow cytometry, Alexa488-MEK5 binding to MEKK2 WT; actives lie on both sides. binding response (% of control), % at 10 µM. hit rate 1.1% among 290,000; in the data active means binding response below about 67% or above about 130%
# MEKK2mut PB1 HTS = signal of MEK5 binding to mutant human MEKK2 PB1 domain | bead flow cytometry, Alexa488-MEK5 binding to MEKK2 mutant | AID 1530 | percent response, % at 10 µM | hit rate 0.35% among 290,000; in the data active means percent response above about 24%, passing the limit was not always enough; further: inactives centre near 1; some results filed as inactive read as strong as hits; reference of the scale not given here
# IDE inh = cellular human IDE inhibition. HEK cells, FAbetaB cleavage, fluorescence polarization. hit rate 0.41% among 320,000. inhibition, % at 5.59 µM. P14735;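 active means percent inhibition above the average of all tested compounds plus 3 SD, set per screening campaign, cut at about 16% in these data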;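 further: IDE supplied by intact live HEK cells; FP after avidin binding of uncleaved biotin substrate so inhibition keeps polarization high; 0% = DMSO wells and 100% = 60 µM reference IDE inhibitor Ii1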
# Target sequence (P14735 whole entry, looked up): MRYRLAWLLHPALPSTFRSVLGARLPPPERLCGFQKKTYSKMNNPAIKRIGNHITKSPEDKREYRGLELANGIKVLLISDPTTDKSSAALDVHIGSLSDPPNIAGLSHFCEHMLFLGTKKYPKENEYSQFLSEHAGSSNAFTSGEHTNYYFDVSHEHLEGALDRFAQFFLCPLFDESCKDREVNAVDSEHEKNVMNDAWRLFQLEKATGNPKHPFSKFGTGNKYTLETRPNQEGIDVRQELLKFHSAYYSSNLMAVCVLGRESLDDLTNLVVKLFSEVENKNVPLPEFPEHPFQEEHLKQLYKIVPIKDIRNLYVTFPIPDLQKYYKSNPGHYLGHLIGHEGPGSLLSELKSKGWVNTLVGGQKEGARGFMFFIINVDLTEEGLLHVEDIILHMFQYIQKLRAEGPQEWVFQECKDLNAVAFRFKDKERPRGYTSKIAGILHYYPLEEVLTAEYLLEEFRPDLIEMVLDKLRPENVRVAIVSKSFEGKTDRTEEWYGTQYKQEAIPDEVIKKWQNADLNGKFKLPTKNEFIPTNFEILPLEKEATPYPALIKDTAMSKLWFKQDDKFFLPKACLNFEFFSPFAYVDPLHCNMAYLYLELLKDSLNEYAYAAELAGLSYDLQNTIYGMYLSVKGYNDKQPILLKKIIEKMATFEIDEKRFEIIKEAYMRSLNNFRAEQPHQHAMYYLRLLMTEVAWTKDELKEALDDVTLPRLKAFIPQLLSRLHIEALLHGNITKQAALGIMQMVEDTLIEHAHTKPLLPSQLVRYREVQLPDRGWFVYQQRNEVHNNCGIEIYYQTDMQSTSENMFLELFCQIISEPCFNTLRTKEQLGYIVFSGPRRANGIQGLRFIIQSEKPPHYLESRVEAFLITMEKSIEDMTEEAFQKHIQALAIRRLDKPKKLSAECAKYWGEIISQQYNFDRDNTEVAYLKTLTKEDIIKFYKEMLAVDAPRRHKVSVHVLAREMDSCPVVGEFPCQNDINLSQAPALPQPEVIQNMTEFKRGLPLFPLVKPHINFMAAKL
# UBC9 SUMO inh = inhibitors of human SUMOylation (UBC9). P63279. AID 2006. HTRF SUMOylation assay, SAE1/SAE2 + UBC9, in vitro. hit rate 0.36% among 290,000. inhibition, % at 35 µM; in the data active means inhibition above about 50%, passing the limit was not always enough; further: strong numbers were not always called active
# IDE cell activ = IDE (human) activation, cell-based | P14735 | activation, % at 5.96 µM | HEK cells, FAbeta-B cleavage, fluorescence polarization; 0% vehicle, 100% cell-free pure enzyme wells | hit rate 0.073% among 340,000 | AID 493087;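 active means activation above the mean of all tested compounds plus 3 SD, set per screening campaign, cut at about 17% in these data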
# p-CIP stab down = compounds decreasing mouse p/CIP protein stability; Q05BA5; F442A p/CIP-EGFP cells, EGFP fluorescence, 16 h; decrease of EGFP signal, % at 10 µM; hit rate 0.01% among 290,000; AID 1984;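 active means EGFP signal decrease of at least 30% at 10 µM or well 3 SD below plate mean, unless failing retest; inactive means the rest, including hits failing retest or dose response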; further: some compounds called inactive have numbers as strong as hits; many of its hits are not listed in these tables
# NALP1 inh = NALP1 inhibition; S. cerevisiae NALP1/ASC/caspase-1 growth, X-gal OD620, 72 h; AID 2071; inhibition, % at 10 µM; hit rate 0.61% among 280,000; in the data active means inhibition mostly above about 24%, no sharp cut-off; inactive means mostly below about 32%; further: some compounds called inactive have numbers as strong as hits
# Starred values were filed as active, the others as inactive; . = no result given; & = joins results of further samples; [ ] = another dose, or the depositor's remark. Only part of the results is shown (hit frequency here may not be typical).
item	structure	MEKK3 PB1 HTS	PfM18AAP inh	MEKK2 WT-MEK5	MEKK2mut PB1 HTS	IDE inh	UBC9 SUMO inh	IDE cell activ	p-CIP stab down	NALP1 inh
1	O=C1C(=O)N(CCCO)C(c2ccc(Br)cc2)/C1=C(\O)c1ccc(Br)cc1 (stereo not drawn)	111.0	12.9	113.0	28.0*	6.1	19.9	0.3	-8.0	-6.4
2	O=C(NC(=S)N1CCCC1)c1ccc(Cl)cc1Cl	97.0	4.3	97.0	2.0	5.3	-8.7	2.9	8.7	9.2
3	COC(=O)C[N+](C)(C)C/C=C\c1ccccc1	101.0	-2.2	106.0	5.0	4.1	-8.5	3.1	2.1	4.3
4	O=C(N/N=C/c1ccco1)c1ccc(NC(=O)c2ccccc2Cl)cc1	99.0	7.2	84.0	-7.0	2.1	16.7	7.3	-6.3	5.2
5	Cc1ccc(NC(=O)Nn2cnnc2)c(C)c1	102.0	57.0*	100.0	-2.0	-2.8	17.7	-0.5	-2.9	11.8
6	CCCCOC(=O)c1ccc(NC(=O)C(=O)NCc2ccccn2)cc1	110.0	4.0	104.0	16.0	-3.7	3.4	6.0	1.8	.
7	Cc1cc(SCC(=O)c2cccs2)n2nc(C)c(-c3ccccc3)c2n1	114.0	1.8	95.0	-2.0	10.0	-49.7	3.6	-7.8	6.9
8	Cc1cc(C)c(C)c(S(=O)(=O)NCCCN2CCOCC2)c1C	87.0	-8.0	87.0	-3.0	1.4	18.2	.	-17.2	8.6
9	CCOC(=O)C1=C(C)NC(=O)NC1c1ccc(F)cc1 (stereo not drawn)	91.0	-8.0	89.0	-3.0	-0.3	19.2	0.6	-3.1	17.0
10	CCN(CC)CCCNC(=S)N(Cc1ccco1)Cc1cc2cc3c(cc2[nH]c1=O)OCCO3	98.0	-3.7	103.0	9.0	6.8	9.4	.	6.2	5.0
11	Cc1ccc(C)c(N2CCN(C(=O)CC3Sc4ccccc4NC3=O)CC2)c1 (stereo not drawn)	101.0	2.1	98.0	4.0	1.5	-50.8	.	8.2	-6.0
12	O=C(COc1ccccc1[N+](=O)[O-])N/N=C/c1ccc[nH]1	94.0	0.0	94.0	-18.0	-1.4	3.1	7.2	4.0	.
13	COc1ccc(C(=O)Nc2nccs2)cc1[N+](=O)[O-]	103.0	3.5	113.0	13.0	-1.6	-7.3	6.1	-2.4	15.9
14	COc1ccc(/C=C/C(=O)NC2CC3CCC2C3)cc1 (stereo not drawn)	107.0	4.3	108.0	3.0	1.6	7.0	4.7	-6.6	6.1
15	Cc1cc(O)ccc1Nc1nc(-c2cccs2)cs1	107.0	10.8	105.0	6.0	5.2	0.6	-1.1	-6.3	13.5
16	Cc1cccc(N=C2CSC(=O)N2)c1	118.0	-1.9	102.0	0.0	5.1	5.7	1.1	-7.8	-9.1
17	O=C(NCCCCNC(=O)c1cccnc1Cl)c1cccnc1Cl	102.0	-8.2	109.0	7.0	-3.4	-6.7	-1.2	6.9	2.1
18	CC1CCN(C(=S)c2cccc([N+](=O)[O-])c2)CC1	87.0	-6.8	91.0	-3.0	5.2	3.1	2.5	-4.1	7.3
19	CCCCc1nc(SCC(=O)N2CCCC2)c2c(=O)n(C)c(=O)n(C)c2n1	97.0	-3.1	99.0	0.0	-3.7	3.4	3.8	0.7	6.9
20	O=C(CCC1CCCC1)c1c(O)c2ccccc2oc1=O	107.0	4.9	109.0	3.0	-0.4	15.1	0.2	-2.8	40.0*

# Six compounds already listed, sorted by SMILES length, lowest first:
item	structure	MEKK3 PB1 HTS	PfM18AAP inh	MEKK2 WT-MEK5	MEKK2mut PB1 HTS	IDE inh	UBC9 SUMO inh	IDE cell activ	p-CIP stab down	NALP1 inh
9	CCOC(=O)C1=C(C)NC(=O)NC1c1ccc(F)cc1 (stereo not drawn)	91.0	-8.0	89.0	-3.0	-0.3	19.2	0.6	-3.1	17.0
13	COc1ccc(C(=O)Nc2nccs2)cc1[N+](=O)[O-]	103.0	3.5	113.0	13.0	-1.6	-7.3	6.1	-2.4	15.9
6	CCCCOC(=O)c1ccc(NC(=O)C(=O)NCc2ccccn2)cc1	110.0	4.0	104.0	16.0	-3.7	3.4	6.0	1.8	.
12	O=C(COc1ccccc1[N+](=O)[O-])N/N=C/c1ccc[nH]1	94.0	0.0	94.0	-18.0	-1.4	3.1	7.2	4.0	.
19	CCCCc1nc(SCC(=O)N2CCCC2)c2c(=O)n(C)c(=O)n(C)c2n1	97.0	-3.1	99.0	0.0	-3.7	3.4	3.8	0.7	6.9
10	CCN(CC)CCCNC(=S)N(Cc1ccco1)Cc1cc2cc3c(cc2[nH]c1=O)OCCO3	98.0	-3.7	103.0	9.0	6.8	9.4	.	6.2	5.0

# Other results follow.
item	structure	MEKK3 PB1 HTS	PfM18AAP inh	MEKK2 WT-MEK5	MEKK2mut PB1 HTS	IDE inh	UBC9 SUMO inh	IDE cell activ	p-CIP stab down	NALP1 inh
21	COc1cc(C(=O)N2CCC(NC(=O)C(Cc3ccc(C(C)C)cc3)NC(C)=O)CC2)cc(OC)c1OC (stereo not drawn)	95.0	-2.0	115.0	9.0	3.2	13.4	-0.4	2.4	6.7
22	CCN(C(=O)COC(=O)c1cnc(C)cn1)C1CCCCC1	1.0*[inhibitor]	-1.0	2.0*[inhibitor]	-17.0	4.7	3.0	4.9	-7.3	6.5
23	Cc1cc(NC(=O)CN2CCOCC2)n(-c2ccccc2)n1	88.0	-2.3	89.0	-9.0	5.2	11.6	.	7.2	12.9
24	Cc1ccc(/C=N/n2c(C)nnc2C)o1	99.0	-2.7	110.0	9.0	3.7	-6.6	2.8	-2.0	13.9
25	Cc1ccc(N2Cc3ccccc3OC(C)C2=O)cc1 (stereo not drawn)	100.0	-5.0	105.0	0.0	6.6	6.7	2.6	-0.7	1.9
26	CC(=O)c1c(C)[nH]c(C(=O)CSc2ncnc3sc(-c4ccccc4)cc23)c1C	109.0	-1.4	102.0	3.0	6.4	13.4	-8.8	-7.1	10.8
27	Cc1ccc(-n2c(O)c(/C=N/n3cnnc3)c3ccccc3c2=O)cc1	106.0&100.0	71.0*	111.0&104.0	7.0&3.0	4.1&5.9	15.3&1.8	4.0&3.5	-3.1&0.8	-7.3&0.1
28	O=C(NCCCO)c1ccc2[nH]c3c(c2c1)CCCC3	97.0	-0.8	97.0	-4.0	-2.2	7.9	5.2	6.3	-6.7
29	O=C(c1ccc(F)cc1)N1CCN(c2ccccn2)CC1	101.0	1.4	102.0	4.0	1.7	3.4	5.6	6.0	27.5
30	CSc1ccc(CN2CCN(C(=O)c3ccncc3)CC2)cc1	104.0	-4.1	100.0	0.0	1.5	11.5	7.0	-6.7	1.5
31	COc1ccc(C(=O)Nc2n[nH]c(-c3ccncc3)n2)cc1	96.0	0.2	101.0	0.0	4.2	-5.8	4.5	-1.7	6.2
32	CC(C)CN(C(=O)COC(=O)c1ccccc1Sc1ccccc1C#N)C1CCS(=O)(=O)C1 (stereo not drawn)	103.0	4.9	100.0	-2.0	1.4	11.6	-0.9	-5.4	21.9
33	O=C(O)c1ccc(NS(=O)(=O)c2cccc(C(=O)Nc3ccc(Br)cc3)c2)cc1	105.0	-2.7	108.0	5.0	-4.7	4.7	6.6	4.5	8.4
34	O=C(CN1C(=O)NC2(CCc3ccccc3C2)C1=O)Nc1ccc(F)cc1 (stereo not drawn)	102.0	-2.5	124.0	1.0	-2.3	-10.0	1.3	1.7	5.0
35	CC(C)NC(=O)CN1CCN(c2ncccn2)CC1	104.0	-16.3	104.0	4.0	2.5	25.5	0.7	-13.2	1.4
36	Cc1cc2c3c([nH]c2cc1S(=O)(=O)NCc1ccc(CN2CCCCCC2)o1)CCCC3=O	98.0	13.7	104.0	1.0	0.5	21.5	6.7	-15.9	7.2
37	COc1cc(OC)c(-n2cc(-c3ccc(Cl)cc3)[nH]c2=O)cc1Cl	103.0	3.5	105.0	1.0	1.2	-13.3	0.9	0.9	28.0
38	COc1ccc(Cl)cc1NC(=O)CN(C)CC(=O)Nc1ccccc1-c1ccccc1	97.0	-4.6	92.0	1.0	0.9	-17.3	-4.4	0.7	-18.0
39	COc1ccc(-c2c(-c3ccccc3OC)sc3ccccc23)cc1	108.0	5.0	98.0	0.0	-4.3	-15.0	-0.5	-4.4	5.0
40	Cc1ncc(CN2CCN(CCC(C)C)C(CCO)C2)s1 (stereo not drawn)	87.0	-3.1	86.0	-8.0	-3.5	17.7	4.2	1.3	13.3
41	O=C(COc1ccc(Br)cc1Cl)NC(=S)Nc1ccccn1	103.0	-7.1	106.0	13.0	0.7	11.2	-1.7	-2.9	8.9
42	O=C(c1ccc(Br)o1)N1CCN(CCc2ccncc2)CC1	104.0	2.4	103.0	4.0	4.6	0.5	5.5	-26.6	14.0
43	CC1(C)Cc2cccc(OCC(=O)N3CCN(c4ccccc4)CC3)c2O1	98.0	-1.4	103.0	8.0	4.6	-24.9	0.1	-0.1	34.4
44	CC1(C)Oc2ccc3ccc(=O)oc3c2/C(=C/NNC(N)=O)C1=O	105.0	10.5	111.0	5.0	1.6	6.2	5.6	0.6	1.8
45	CCc1ccc(OCCCC(=O)O)c(Br)c1	100.0	5.8	96.0	-3.0	3.7	23.6	1.4	-9.0	7.6
46	O=C(NCCCn1ccnc1)C1CCN(S(=O)(=O)c2ccc(F)cc2)CC1	105.0	0.6	105.0	1.0	0.0	-1.6	3.3	-16.3	14.1
47	O=C(CCSc1nc2ccccc2s1)N/N=C/c1c(O)ccc2ccccc12	105.0	0.2	105.0	0.0	-4.7	29.1	-1.4	-3.7	25.2
48	COc1ccc2nc(NC(=O)c3cccc(S(=O)(=O)N4CCOCC4)c3)sc2c1	110.0	-10.7	117.0	12.0	-0.5	-14.4	1.7	-7.8	-8.1
49	Cc1[nH]c(=S)n(CC2CCCO2)c1C (stereo not drawn)	114.0	22.8	94.0	4.0	-3.0	.	0.9	.	.
50	Cn1cccc2[nH]c(=O)nc1-2	98.0	3.5	96.0	-2.0	2.3	7.1	0.1	-11.9	2.1
51	Cc1nc2scc(C)n2c(=O)c1S(=O)(=O)N1CCN(c2ccccc2)CC1	100.0	2.8	100.0	-3.0	2.4	-4.0	-2.8	-3.7	8.3
52	O=C(CN1CCCCC1)Nc1ccc(S(=O)(=O)NC2CCCCC2)cc1	89.0	-13.7	90.0	-7.0	-2.6	2.8	4.5	-12.0	17.0
53	CC1CN(Cc2nc3c(c(=O)n(C)c(=O)n3C)n2Cc2ccccc2)CC(C)O1 (stereo not drawn)	109.0	55.4*	114.0	12.0	0.4	-6.4	-4.2	-3.5	-11.2
54	CC(C)(C)C(=O)Nc1nc2cc3c(cc2s1)OCO3	97.0	-1.8	101.0	-2.0	0.6	2.9	3.4	-6.6	-6.4

# Assay outcomes deposited in PubChem BioAssay by several laboratories.
